# SENP8 block-1 – SENP8 protease inhibitors, primary screen, biochemical, luminescence. Sentrin-specific protease 8 (Homo sapiens), Q96LD8. purified SENP8, Z-RLRGG-aminoluciferin cleavage. inhibition, % at 10 µM. actives 1.2% (n = 330,000). AID 2540, 2010; in the data active means inhibition above about 50%
# Target sequence (Q96LD8 whole entry, looked up): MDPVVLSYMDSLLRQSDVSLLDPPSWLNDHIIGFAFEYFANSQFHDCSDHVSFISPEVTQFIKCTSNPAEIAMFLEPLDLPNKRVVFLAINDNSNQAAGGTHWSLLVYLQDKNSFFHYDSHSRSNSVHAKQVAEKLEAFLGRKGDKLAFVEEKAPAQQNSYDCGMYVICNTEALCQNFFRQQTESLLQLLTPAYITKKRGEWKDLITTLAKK
# SENP6 block – SENP6 protease inhibitors, primary screen, biochemical, luminescence, uHTS. Sentrin-specific protease 6 (Homo sapiens), Q9GZR1. inhibition, % at 10 µM. AID 2599, 2010. actives 1.8% (n = 330,000). Recombinant SENP6 catalytic domain, aminoluciferin luminescence;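 active means inhibition above about 50% at the single tested dose, limit read from the data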;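 further: plate controls were DMSO wells with enzyme for no effect and DMSO wells lacking enzyme for full effect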
# Target sequence (Q9GZR1 628-1112 limits assumed): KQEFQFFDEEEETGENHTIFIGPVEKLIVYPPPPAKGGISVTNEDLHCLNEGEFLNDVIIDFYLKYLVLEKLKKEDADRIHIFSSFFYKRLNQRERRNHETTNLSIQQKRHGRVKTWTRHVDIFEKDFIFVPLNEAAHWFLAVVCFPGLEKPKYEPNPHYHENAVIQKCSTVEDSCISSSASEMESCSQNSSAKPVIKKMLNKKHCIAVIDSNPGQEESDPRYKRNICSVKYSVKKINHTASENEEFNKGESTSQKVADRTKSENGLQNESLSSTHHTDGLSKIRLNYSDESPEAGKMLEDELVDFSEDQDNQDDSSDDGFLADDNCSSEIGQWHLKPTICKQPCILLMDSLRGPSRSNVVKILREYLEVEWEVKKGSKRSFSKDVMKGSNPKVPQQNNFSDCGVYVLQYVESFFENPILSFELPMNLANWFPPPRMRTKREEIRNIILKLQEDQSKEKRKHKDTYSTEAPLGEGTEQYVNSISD
# SENP1 inh – human SENP1 catalytic domain inhibitors, primary screen, biochemical, FRET, uHTS. Sentrin-specific protease 1 (Homo sapiens), Q9P0U3. recombinant SENP1 catalytic domain, CyPet-SUMO1-YPet FRET cleavage. inhibition, % at 10 µM. actives 0.21% (n = 360,000);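 active means inhibition at least 30% at 10 µM, raw YFP signal under a set limit, fluorescence ratio 0.5 to 1.5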;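 further: 0% = enzyme with DMSO and 100% = no enzyme wells; some results filed as inactive read as strong as hits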
#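 System: Recombinant human SENP1 catalytic domain, His6-tagged | Incubation: Enzyme reaction for 50 min at room temperature, dark | Medium: Tris pH 8 with BME, BSA, NP40 and catalase | Also added: 25 nM SUMO1 FRET substrate | Compound: 10 µM single point, 0.5% DMSO | Measured by: FRET fluorescence in CFP and YFP emission channels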
# PfG6PD inh – PfG6PD enzyme inhibitors, primary screen, biochemical, fluorescence intensity, uHTS. glucose-6-phosphate dehydrogenase-6-phosphogluconolactonase (Plasmodium falciparum 3D7). PfGluPho enzyme, NADPH resazurin-diaphorase fluorescence. inhibition, % at 20 µM. actives 0.78% (n = 350,000). AID 504690, 2011;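 active means inhibition reaching at least a set limit at 20 µM in the primary screen, cut at about 59% in these data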;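 further: 0% = DMSO wells with substrate and 100% = DMSO wells lacking glucose-6-phosphate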
# SENP8 block-2 – human SENP8 protease inhibitors, primary screen, biochemical, fluorescence, Nedd8 protein substrate, uHTS. Sentrin-specific protease 8 (Homo sapiens), Q96LD8. recombinant SENP8. inhibition, % at 20 µM. actives 0.64% (n = 360,000). AID 602440, 2012; in the data active means inhibition mostly above about 40%, no sharp cut-off; inactive means mostly below about 27%
# SENP7 block – SENP7 protease inhibitors, primary screen, biochemical, luminescence, uHTS | Sentrin-specific protease 7 (Homo sapiens), Q9BQF6 | inhibition, % at 5 µM | actives 1.5% (n = 330,000) | recombinant SENP7, Z-RLRGG-aminoluciferin luminescence, 40 min;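 active means inhibition above about 50% at the single test dose, limit read from the data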;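 further: plate controls were DMSO with enzyme for no effect and no enzyme buffer wells for full effect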
# Apaf-1 inh – inhibitors of human Apaf-1 apoptosome, primary screen, biochemical, DEVD-Rh110 fluorescence, uHTS; actives 0.71% (n = 330,000); inhibition, % at 20 µM; reconstituted apoptosome caspase-3 activity; active means inhibition of at least 40% at 20 µM;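 further: plate controls were DMSO wells for no effect and DEVD-CHO caspase inhibitor wells for full effect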
#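 Medium: Hepes buffer, pH 7.5 / System: biochemical Apaf-1 apoptosome reconstitution / Measured by: Rh110 fluorescence, excitation 480 nm, emission 540 nm / Times: compound with Apaf-1, dATP, procaspase-3 30 min, then 50 min reaction, room temperature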
# HKDC1 inhibitor – HKDC1 hexokinase inhibitors, primary screen, biochemical, fluorescence, uHTS | Q2TB90 | actives 0.16% (n = 340,000) | recombinant HKDC1, G6PDH/diaphorase resazurin coupled fluorescence | AID 493160, 2011 | inhibition, % at 20 µM;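 active means inhibition above about 35% when tested at 20 µM, limit read from the data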;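 further: plate controls were DMSO wells with enzyme for no effect and DMSO wells lacking enzyme for full effect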
#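 Assay system: recombinant HKDC1 hexokinase; detection: coupled resazurin fluorescence, excitation 525 nm, emission 613 nm; benchmarks: DMSO-plus-enzyme-mix negative control, buffer-substituted positive control; compound dosing: single 20 µM dose; schedule: 90 min at room temperature in dark; also added: glucose plus 1 mM ATP as hexokinase substrates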
# NALP3 yeast inh – NALP3 inflammasome inhibitors in reconstituted yeast, primary screen, luminescence, uHTS. actives 0.39% (n = 330,000). inhibition, % at 10 µM. Yeast reconstituted NLRP3/ASC/caspase-1, beta-gal luminescence, 24 h;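 active means inhibition of 50% or more; inactive means inhibition below 50%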;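 further: plate controls were induced DMSO wells for no effect and uninduced yeast grown without galactose for full effect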
# Starred values were filed as active, the others as inactive; . = no result given.
1	O=C(Nc1ccccc1[N+](=O)[O-])c1cc(S(=O)(=O)N2CCOCC2)cs1
2	O=C(CCC(=O)N1CCOc2ccccc21)NCCCc1ccccc1
3	Cc1ccc(C(=O)CCC(=O)O)cc1
4	O=c1c(C/C=C/c2ccccc2)c(O)nc2n1CCCS2
5	O=C(CSc1nc2[nH]ncc2c(=O)n1-c1ccccc1)NCCc1ccccc1
screen / no.	1	2	3	4	5
SENP8 block-1	-4	-8	-4	-4	-2
SENP6 block	-11	-2	-12	-1	-7
SENP1 inh	-2	4	.	2	0
PfG6PD inh	-4	5	.	3	-1
SENP8 block-2	10	-2	.	16	-2
SENP7 block	15	-12	9	-1	-2
Apaf-1 inh	-1	7	7	1	-4
HKDC1 inhibitor	-8	-23	.	1	-9
NALP3 yeast inh	15	14	3	17	1

6	COc1ccc(OC)c(C2NC(=S)NC3=C2N2CCC3CC2)c1 (stereo unspecified)
7	COC(=O)c1c(Oc2nc(OC)cc(OC)n2)cccc1Oc1nc(OC)cc(OC)n1
8	CCCC1Cc2nc(Cl)c(C#N)cc2CO1 (stereo unspecified)
9	COC(=O)c1ccc(S(=O)(=O)N(C2CCCCC2)C2CCCCC2)n1C
10	CCOc1ccc(N2C(=O)CC(NCCc3c[nH]c4ccccc34)C2=O)cc1 (stereo unspecified)
screen / no.	6	7	8	9	10
SENP8 block-1	-8	4	2	-1	-4
SENP6 block	8	-19	-14	-8	-3
SENP1 inh	3	2	-11	0	0
PfG6PD inh	-2	9	-3	7	-9
SENP8 block-2	12	12	-34	21	18
SENP7 block	-1	3	-15	-1	5
Apaf-1 inh	-28	4	-1	23	7
HKDC1 inhibitor	-6	-10	-2	-1	-6
NALP3 yeast inh	7	8	5	23	17

11	CCOCCCNC(=O)C1CC(=O)N(C2CCCC2)C1 (stereo unspecified)
12	Cc1occc1C(=O)NNC1=CC(=O)CC(C)(C)C1
13	CNC(=O)c1nc(C)c(C2(C)CC(c3cccc([N+](=O)[O-])c3)=NO2)s1 (stereo unspecified)
14	NC(=O)CC(NC(=O)Cc1cccc2ccccc12)c1ccc(N2CCC(N3CCCCC3)CC2)c([N+](=O)[O-])c1 (stereo unspecified)
15	COc1ccc(NC(=O)C/C(C)=N/NC(=O)COc2ccc(OC)cc2)cc1
screen / no.	11	12	13	14	15
SENP8 block-1	3	0	4	4	-1
SENP6 block	1	7	6	-10	-13
SENP1 inh	0	-2	2	1	4
PfG6PD inh	-17	10	4	12	-12
SENP8 block-2	12	5	12	21	19
SENP7 block	9	-3	-3	1	-3
Apaf-1 inh	-12	0	-2	4	1
HKDC1 inhibitor	0	13	-3	-2	-4
NALP3 yeast inh	1	11	9	12	6

16	CCOC(=O)C1(O)CSc2nc3sc(C(=O)O)c(C)c3c(=O)n21 (stereo unspecified)
17	Cc1ccnc2nc(C(=O)Nc3ccc(N4CCOCC4)cc3)nn12
18	COc1ccc(OCC(=O)NN2Cc3ccccc3C2=N)cc1
19	COc1ccc(C)cc1-n1c(N)c(C#N)c(C#N)c1-c1ccc(OC)c(OC)c1OC
20	CNC(=O)c1ccc(-n2cccn2)nc1
screen / no.	16	17	18	19	20
SENP8 block-1	5	-8	0	2	-6
SENP6 block	-1	12	-3	2	-10
SENP1 inh	2	-1	1	1	0
PfG6PD inh	-18	2	-1	10	-2
SENP8 block-2	-7	19	24	-212	-6
SENP7 block	0	13	13	3	-1
Apaf-1 inh	5	3	-5	14	1
HKDC1 inhibitor	-8	-3	-4	11	-10
NALP3 yeast inh	11	11	11	10	4

21	O=C1C2C(c3ccccc3)CC=CC2[C@H](c2ccc(C(F)(F)F)cc2)N1Cc1ccccc1 (stereo partly specified)
22	Cc1ccc2nc(SCC(=O)Nc3ccc(C(N)=O)cc3)[nH]c2c1
23	CCOC(=O)C1(Cc2ccccc2C(F)(F)F)CCN(CC2CC2)CC1
24	Cc1cccc(N/N=C/c2ccncc2)c1
25	CNC(=O)c1ccc2c(c1)nnn2C
screen / no.	21	22	23	24	25
SENP8 block-1	-11	-10	2	1	3
SENP6 block	-14	-27	-8	25	11
SENP1 inh	-1	0	-1	0	1
PfG6PD inh	17	7	15	10	3
SENP8 block-2	16	-3	7	23	-1
SENP7 block	5	5	0	-12	0
Apaf-1 inh	20	-13	-1	-1	-12
HKDC1 inhibitor	3	5	-6	-1	-10
NALP3 yeast inh	12	-9	30	-6	18

# Twelve of these compounds, set out differently:
# Fields: SENP8 block-1, SENP6 block, SENP1 inh, PfG6PD inh, SENP8 block-2, SENP7 block, Apaf-1 inh, HKDC1 inhibitor, NALP3 yeast inh
[14] NC(=O)CC(NC(=O)Cc1cccc2ccccc12)c1ccc(N2CCC(N3CCCCC3)CC2)c([N+](=O)[O-])c1 (stereo unspecified)
    4, -10, 1, 12, 21, 1, 4, -2, 12
[15] COc1ccc(NC(=O)C/C(C)=N/NC(=O)COc2ccc(OC)cc2)cc1
    -1, -13, 4, -12, 19, -3, 1, -4, 6
[16] CCOC(=O)C1(O)CSc2nc3sc(C(=O)O)c(C)c3c(=O)n21 (stereo unspecified)
    5, -1, 2, -18, -7, 0, 5, -8, 11
[17] Cc1ccnc2nc(C(=O)Nc3ccc(N4CCOCC4)cc3)nn12
    -8, 12, -1, 2, 19, 13, 3, -3, 11
[18] COc1ccc(OCC(=O)NN2Cc3ccccc3C2=N)cc1
    0, -3, 1, -1, 24, 13, -5, -4, 11
[19] COc1ccc(C)cc1-n1c(N)c(C#N)c(C#N)c1-c1ccc(OC)c(OC)c1OC
    2, 2, 1, 10, -212, 3, 14, 11, 10
[20] CNC(=O)c1ccc(-n2cccn2)nc1
    -6, -10, 0, -2, -6, -1, 1, -10, 4
[21] O=C1C2C(c3ccccc3)CC=CC2[C@H](c2ccc(C(F)(F)F)cc2)N1Cc1ccccc1 (stereo partly specified)
    -11, -14, -1, 17, 16, 5, 20, 3, 12
[22] Cc1ccc2nc(SCC(=O)Nc3ccc(C(N)=O)cc3)[nH]c2c1
    -10, -27, 0, 7, -3, 5, -13, 5, -9
[23] CCOC(=O)C1(Cc2ccccc2C(F)(F)F)CCN(CC2CC2)CC1
    2, -8, -1, 15, 7, 0, -1, -6, 30
[24] Cc1cccc(N/N=C/c2ccncc2)c1
    1, 25, 0, 10, 23, -12, -1, -1, -6
[25] CNC(=O)c1ccc2c(c1)nnn2C
    3, 11, 1, 3, -1, 0, -12, -10, 18
